Screens: PubChem BioAssay, several laboratories
CF NFkB inh = inhibitors of PAF-induced NF-kB signaling, primary screen, cell-based, GFP fluorescence, uHTS | KKLEB NF-kB-GFP reporter, GFP fluorescence overnight | inhibition, % at 5 µM | hit rate 0.86% among 360,000;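 active = at least 50% inhibition at 5 µM, scaled per plate between neutral and stimulator controls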;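 also: PAF is a Pseudomonas aeruginosa culture filtrate used as stimulus; plate controls were PAF-stimulated DMSO wells for no effect and unstimulated DMSO wells for full effect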
NCOA1 inh = SRC1 coactivator transcriptional activity inhibitors, primary screen, cell-based, luminescence; Nuclear receptor coactivator 1 (Homo sapiens), Q15788; HEK293 GAL4-SRC1 luciferase reporter; inhibition, % at 3.6 µM; hit rate 0.12% among 360,000; AID 588354, 2011;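 active = inhibition above the campaign mean plus 3 SD, with each screening campaign given its own cutoff, cut at about 60% in these data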;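 also: 0% = DMSO treated cells and 100% = gossypol at 36 µM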
NCOA3 inh = SRC3 coactivator transcriptional activity inhibitors, primary screen, cell-based, luminescence; inhibition, % at 3.6 µM; HEK293 GAL4-SRC3 luciferase reporter; Nuclear receptor coactivator 3 (Homo sapiens), Q9Y6Q9; hit rate 0.17% among 360,000;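 active = inhibition above a per-campaign cutoff, the mean of all compounds plus 3 SD, cut at about 60% in these data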;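 also: 0% = DMSO-treated cells and 100% = gossypol-treated cells at 36 µM; higher means less SRC3-driven luciferase light from the GAL4 reporter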
TROY signal inh = inhibitors of TROY-driven NF-kB signaling, primary screen, Q293 LMP1-TROYcd cells, NF-kB luciferase, uHTS; Q293 LMP1-TROYcd NF-kB luciferase reporter, 4 h; hit rate 0.98% among 360,000; inhibition, % at 10 µM;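 active = compounds whose plate-normalised and pattern-corrected inhibition of the luciferase reporter signal at the single screening dose is 50% or more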
NR5A2 inv ag = LRH-1 (NR5A2) inverse agonists, primary screen, cell-based, luminescence, HEK293T, StAR-luciferase reporter; Nuclear receptor subfamily 5 group A member 2 (Homo sapiens), O00482; LRH-1 transfected, 24 h; inhibition, % at 3.6 µM; hit rate 0.13% among 360,000; AID 602396, 2012;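 active = inhibition above the mean inhibition of all tested compounds plus 3 SD, cut at about 73% in these data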;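 also: 0% = DMSO wells and 100% = reporter-only cells lacking LRH-1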
Target sequence (O00482 whole entry, looked up): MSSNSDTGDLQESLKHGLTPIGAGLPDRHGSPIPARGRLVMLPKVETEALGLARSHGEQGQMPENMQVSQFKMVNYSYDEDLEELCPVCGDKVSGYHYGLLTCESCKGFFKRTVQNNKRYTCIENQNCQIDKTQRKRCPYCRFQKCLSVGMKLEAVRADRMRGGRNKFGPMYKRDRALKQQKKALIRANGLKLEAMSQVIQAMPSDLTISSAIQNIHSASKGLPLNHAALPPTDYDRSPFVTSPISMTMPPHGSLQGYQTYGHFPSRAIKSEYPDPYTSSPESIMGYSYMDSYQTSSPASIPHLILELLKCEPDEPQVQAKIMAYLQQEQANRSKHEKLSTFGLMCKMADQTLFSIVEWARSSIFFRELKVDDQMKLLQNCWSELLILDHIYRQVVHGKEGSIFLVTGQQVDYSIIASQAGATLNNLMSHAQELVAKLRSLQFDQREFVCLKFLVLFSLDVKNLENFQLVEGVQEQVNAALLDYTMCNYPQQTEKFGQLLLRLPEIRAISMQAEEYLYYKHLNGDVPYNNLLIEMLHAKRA
EBV LMP1 NFkB = EBV LMP1-driven NF-kappaB luciferase reporter inhibitors, primary screen, cell-based, luminescence, single point; LMP1-induced NF-kappaB luciferase reporter cells; inhibition, % at 12.5 µM; hit rate 0.69% among 350,000; AID 504558, 2011; in the data active = inhibition above about 41%;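 also: 0% = neutral control wells and 100% = reference inhibitor control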
TRAIL sens C8 = viability loss with TRAIL in NB7+C8 cells, primary screen, TRAIL sensitizer project, cell-based, ATPlite luminescence. hit rate 1% among 360,000. inhibition (viability loss, TRAIL sensitization), % at 10 µM. AID 624354, 2012;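 active = compounds causing at least 50% loss of cell viability in the single-dose screen, relative to plate controls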
Shn3 3UTR inh = reduction of Shn3 3'UTR firefly luciferase signal, primary screen, Schnurri-3 inhibitor project, cell-based, Clone20 osteoblasts, set 2; inhibition, % at 12.5 µM; hit rate 0.52% among 360,000; Clone20 osteoblast Shn3 3'UTR firefly luciferase, 24 h;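 active = mean inhibition of at least 75% with every replicate also reaching 75%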;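 also: 0% = median of neutral control wells and 100% = pilot-screen positive control compound; some compounds past the cut are filed as inactive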
KKLEB cytotox = cytotoxicity in KKLEB CF airway cells, primary screen, cytotoxicity control for CF NF-kB inhibitor project, cell-based, uHTS, fluorescence assay plates. KKLEB CF airway cells viability, ATPlite luminescence, overnight; active compounds read low; cells stimulated with P. aeruginosa culture filtrate. activity change (cytotoxicity), % at 5 µM. hit rate 0.36% among 360,000. AID 602141, 2011;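 active = corrected activity change at or below -50% at 5 µM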
TWEAK Fn14 block = inhibitors of TWEAK-Fn14 signaling, primary screen, luciferase reporter cells, uHTS. TWEAK-stimulated Fn14 reporter cells, luciferase luminescence, 8 h. inhibition, % at 10 µM. hit rate 2% among 360,000. AID 1159606, 2016; in the data active = inhibition above about 50%
COUP-TFII inh = NR2F2 transcriptional activity inhibitors, primary screen, cell-based, luciferase reporter, HEK293T, luminescence; HEK293T NGFI-A luciferase reporter; COUP transcription factor 2 (Homo sapiens), P24468; hit rate 0.7% among 370,000; inhibition, % at 8.6 µM;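 active = inhibition above a per-plate cutoff, mean inhibition of test wells between control levels plus 3 SD, cut at about 38% in these data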;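 also: cells cotransfected with COUP-TFII expression vector driving the NGFI-A reporter; 0% = median of COUP-TF2 test wells and 100% = reporter-only cells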
Target sequence (P24468 whole entry, looked up): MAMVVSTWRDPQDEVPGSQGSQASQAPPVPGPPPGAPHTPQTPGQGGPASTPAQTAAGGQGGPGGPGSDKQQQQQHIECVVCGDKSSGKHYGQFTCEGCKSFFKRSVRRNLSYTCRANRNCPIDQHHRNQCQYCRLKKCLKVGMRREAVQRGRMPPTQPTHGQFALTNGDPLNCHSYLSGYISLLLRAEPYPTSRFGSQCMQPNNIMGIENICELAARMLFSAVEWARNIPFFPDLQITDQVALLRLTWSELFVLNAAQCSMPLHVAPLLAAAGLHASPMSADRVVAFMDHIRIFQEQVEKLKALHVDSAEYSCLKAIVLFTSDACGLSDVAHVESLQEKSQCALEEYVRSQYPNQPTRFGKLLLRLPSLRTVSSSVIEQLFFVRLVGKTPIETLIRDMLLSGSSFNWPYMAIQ
Active calls of the source: *; / = not tested or not shown. These rows are one share of the data (hit frequency here may not be typical).

SMILES | CF NFkB inh | NCOA1 inh | NCOA3 inh | TROY signal inh | NR5A2 inv ag | EBV LMP1 NFkB | TRAIL sens C8 | Shn3 3UTR inh | KKLEB cytotox | TWEAK Fn14 block | COUP-TFII inh
Cc1ccc(C(=O)CSc2nnc(COc3ccccc3)o2)cc1 | -8 | -3 | 14 | -5 | 22 | 0 | -4 | -6 | 4 | -13 | 1
C#CC(CC)(CC)NC(=O)c1cc(S(=O)(=O)N2CCCCC2)ccc1N1CCOCC1 | 0 | -1 | 11 | -10 | 27 | 0 | -4 | 17 | -8 | 1 | -14
O=C(NC(=S)Nc1ccc(N2CCOCC2)cc1)c1ccccc1 | -13 | -53 | -61 | 10 | -88 | 3 | 16 | -19 | 6 | -22 | -45
Cc1[nH]nc(NNC(=O)c2ccccc2)c1[N+](=O)[O-] | -6 | -7 | 24 | 5 | -2 | 3 | 4 | -1 | -12 | 4 | 17
COc1ccc(OC)c(NC(=O)CSc2nc3[nH]c(=O)[nH]c(=O)c3s2)c1 | -52 | -5 | -24 | -6 | 40 | -14 | 0 | -21 | 22 | -8 | 1
COc1ccc(CCNC(=O)CC2SC(N)=NC2=O)cc1OC (stereo unspecified) | 4 | 5 | 13 | 1 | 13 | 4 | -4 | -9 | 3 | 3 | -2
NC(=O)C1(C(N)=O)OC1c1ccc(Cl)c(Cl)c1 (stereo unspecified) | 5 | -13 | -1 | 6 | -5 | -4 | 4 | -9 | 3 | 8 | -5
CC(NC(=O)C(=O)N1CCCCC1)C(c1cccs1)N1CCN(c2ccccc2)CC1 (stereo unspecified) | 11 | -19 | 16 | 5 | 0 | -23 | -19 | -12 | -8 | -13 | 11
Cc1ccccc1-c1nc(S(=O)(=O)c2ccc(Br)cc2)c(NCc2cccnc2)o1 | 6 | 3 | 16 | -10 | -1 | -30 | 9 | 4 | -4 | 13 | 15
COc1ccc(C2=NOC(C(=O)Nc3cc(C)nn3-c3ccccc3)C2)cc1OC (stereo unspecified) | -2 | 1 | 6 | 2 | -8 | 3 | 0 | 9 | -6 | 20 | -31
O=C(N=c1ccn(-c2nc3ccccc3nc2NS(=O)(=O)c2ccc(Cl)cc2)cc1)c1cccs1 | -2 | -2 | 1 | 5 | -12 | -8 | 19 | -9 | -18 | -21 | -5
Cc1cccc(C)c1NC(=O)C1(NC(=O)c2cnccn2)CCCCC1 | 10 | 5 | -15 | 5 | -4 | -1 | 3 | -1 | -14 | -22 | 3
O=C(O)CN1CCN(Cc2ccc(Cl)cc2)C1=O | -6 | -1 | 10 | 7 | -2 | -5 | -22 | 10 | 12 | 8 | 4
N#Cc1c(NC(=O)CSc2n[nH]c(Cc3ccccc3)n2)oc(-c2ccccc2)c1-c1ccccc1 | 14 | -18 | -2 | 13 | 5 | 3 | -18 | 19 | -3 | 4 | 4
CN(Cc1ccccc1)C(=O)c1cn(C)c2ccc(S(=O)(=O)N3CCCC3)cc2c1=O | -11 | 11 | -3 | -2 | -5 | -7 | 1 | -16 | -1 | -7 | -3
Cc1ccc(S(=O)(=O)N2CCN(c3nc(CN4CCCC4)nc4sc(C)c(C)c34)CC2)cc1 | -18 | 7 | 3 | -4 | 0 | -4 | -9 | 6 | 3 | -33 | 14
CC1=C(C(=O)N(C)C)CC(CC(=O)NCCN2CCOCC2)C(=O)N1CCC1=CCCCC1 (stereo unspecified) | 5 | -1 | -11 | -3 | -13 | -6 | -18 | -15 | 9 | -13 | -4
COc1cccc(C2(c3cccc(OC)c3)CC2C(=O)Nc2ccccc2Cl)c1 (stereo unspecified) | 10 | 11 | 12 | 6 | -3 | 0 | -9 | 6 | -3 | 17 | 2
COCCNC(=O)[C@@H]1CSC2c3ccc(OC)c(OC)c3C(=O)N21 (stereo partly specified) | -9 | -5 | 9 | 10 | 9 | 0 | -5 | -1 | -2 | -4 | -16
Cc1cccc(OCCn2cnc(Cl)c2Cl)c1 | 12 | -10 | -4 | -15 | -10 | 8 | -20 | -16 | -12 | 8 | -10
COc1ccc(CC(=O)OCC(=O)NC2CCCC(C)C2C)cc1 (stereo unspecified) | -6 | 6 | 3 | 14 | -20 | 15 | 0 | -8 | -6 | -11 | -14
Cc1ccc(N(C(C)C(=O)N2CCN(Cc3ccccc3)CC2)S(C)(=O)=O)cc1 (stereo unspecified) | 14 | 12 | -18 | 8 | 0 | 6 | -5 | 18 | -5 | 7 | -16
Cc1cc(C)cc(NC(=O)CSc2nc3nc(C)cc(C)n3n2)c1 | -17 | 7 | -20 | 6 | -8 | -19 | -6 | 1 | 1 | -13 | -14
O=C(CNS(=O)(=O)c1ccc([N+](=O)[O-])cc1)N/N=C/c1ccc(O)cc1O | 14 | 9 | -6 | -1 | -6 | -3 | 22 | 0 | -10 | 3 | -18
CN(CCOc1ccc(Cl)cc1)c1ccc(S(=O)(=O)N2CCCCC2)cn1 | 5 | 10 | 8 | 15 | 19 | -4 | -16 | 29 | 4 | -5 | 1
Cc1cc(Cl)c(OCCCN2CCCCC2)c(Br)c1 | 23 | 13 | 8 | 14 | 14 | -9 | -2 | -5 | -7 | -4 | 1
O=C1Nc2ccc(S(=O)(=O)NCc3ccco3)c3cccc1c23 | -4 | -16 | -4 | 28 | -2 | -6 | -5 | -7 | -20 | 13 | -2
CC[C@]1(C(=O)OC)[C@H]2C(=O)N(Cc3ccccc3)C(=O)[C@H]2[C@H]2CN(C)C(=NC)N21 | -5 | 6 | 6 | 0 | 17 | -3 | -15 | -9 | 0 | 2 | /
CC1(C(=O)Nc2ccc3ccccc3c2)CC1(Br)Br (stereo unspecified) | -19 | -6 | 14 | 13 | -20 | -2 | 4 | 11 | 13 | -10 | 9
Cc1ccc(NC(=O)c2ccccc2-c2ccccc2C(=O)O)cc1C | 11 | 4 | 13 | -9 | 10 | 2 | -1 | -10 | -7 | 2 | 0
CCOC(=O)/C(C#N)=C/c1c(N2CCN(CC)CC2)nc2c(C)cccn2c1=O | -7 | 11 | -13 | 4 | 7 | -7 | 2 | 5 | 13 | 9 | 16
CSc1ncnc2c1ncn2CCCNCCCN1CCCC1=O | -23 | 5 | -8 | 5 | -5 | -2 | -10 | 3 | 2 | 5 | 3
N#Cc1ccc2ccn(CC(=O)NCc3ccco3)c2c1 | 11 | 1 | 12 | 11 | 4 | -5 | 0 | -20 | -1 | 4 | 7
COCCCN1CC(=O)N2C(c3cccc(C)c3)c3[nH]c4ccccc4c3C[C@H]2C1=O (stereo partly specified) | -5 | -6 | -17 | 6 | 14 | -9 | -22 | 0 | 2 | 14 | 14
Cc1ccc(C(=O)N2CCN(c3ccccc3)CC2)cc1S(=O)(=O)N1CCCC1 | -8 | -3 | -1 | 26 | 10 | 0 | 2 | 1 | 2 | 12 | 18
CC(=O)c1cccc(NC(=S)NC2CCCCC2)c1 | 15 | 7 | 29 | -17 | 3 | 7 | 2 | -12 | -8 | 30 | -3
COc1ccc(CCNC(=O)/C=C/c2ccc3ccccc3n2)cc1OC | 32 | 4 | -31 | -23 | 24 | -22 | -18 | -12 | -13 | 22 | 17
CON/C=N/C(=S)Nc1ncc(C(F)(F)F)cc1Cl | -20 | -4 | 0 | -13 | 2 | 3 | 2 | 6 | 19 | -11 | -23
COc1cc(OC)cc(-c2c(-c3cccs3)c3cc(-c4ccc(OCc5ccccc5)cc4)ccc3n2C)c1 | 2 | -6 | 11 | -18 | -11 | -1 | 12 | -2 | -11 | -10 | 12
COc1ccccc1NC(=O)COC(=O)c1cnccn1 | 7 | 6 | -2 | -1 | -3 | -2 | -7 | 7 | 1 | -2 | 4
CC1=NN(/C(=N\c2nnc(C)s2)Nc2ccccc2)[C@H](c2cccc3ccccc23)S1 | 0 | -18 | 9 | 6 | -3 | -14 | 20 | 18 | -5 | 9 | -11
CCc1ccc(N(CC(=O)NC(C)(C)CC)C(=O)CCC(=O)Nc2nccs2)cc1 | -13 | 0 | 15 | -9 | 17 | 4 | 0 | 5 | -8 | 1 | -4
COC(=O)c1ccccc1-n1cccc1C(=O)NP(=O)(N1CCOCC1)N1CCOCC1 | 7 | 6 | 12 | 2 | -3 | 0 | -5 | -5 | 2 | 1 | 7
c1ccc(CNc2nc(N3CCOCC3)nc(N3CCOCC3)n2)cc1 | -7 | 2 | -2 | 0 | -26 | 0 | 12 | 4 | -6 | -42 | 20
Cc1ccc(NC2=NC3(CCCC3)N=C(N)N2)c(C)c1 | -13 | -33 | 5 | 4 | -6 | -3 | 17 | 8 | 6 | 10 | 10
COCCNC(=O)C(C)Oc1ccccc1 (stereo unspecified) | -17 | -14 | 12 | 9 | -3 | 9 | 1 | -11 | 13 | 5 | 0
c1ccc2c(-c3cnc4cccnn34)cncc2c1 | 25 | -55 | 17 | 4 | 2 | / | 3 | 12 | 8 | 22 | -6
CCOC(=O)Cn1c(=O)oc2cc(S(=O)(=O)Nc3cc(OCC)ccc3OCC)ccc21 | 6 | -24 | -13 | -1 | -8 | 4 | 6 | -11 | -12 | -2 | 6
C/C(=N\NC(=O)c1cc2c(s1)CCC(C)C2)c1ccncc1 (stereo unspecified) | 3 | 0 | -7 | -41 | -17 | 0 | 3 | -15 | -1 | -47 | -2
CC(C)NC(=S)N/N=C1\CCCc2ccccc21 | -9 | -11 | 19 | -8 | 7 | 2 | -11 | 3 | 7 | -1 | 0
Cc1ccc(S(=O)(=O)N(CC(=O)O)Cc2ccccc2F)cc1 | 2 | -17 | 1 | -11 | -10 | 5 | 1 | 13 | -3 | -1 | -5
Cc1cc(OCC(=O)O/N=C(\N)c2ccccc2)ccc1Br | -2 | -7 | 0 | -84 | 1 | -6 | -7 | -6 | -2 | -31 | -4
COc1ccccc1/C=C1\SC(=S)N(CCC(=O)NC2=NCCS2)C1=O | -13 | 1 | 11 | 28 | 3 | -12 | 2 | -8 | 12 | 25 | 3
CC(NC(=O)c1ccccc1NC(=O)CN1CCc2ccccc2C1)c1ccccc1 (stereo unspecified) | 2 | 0 | 6 | -20 | 14 | -2 | 2 | -2 | -1 | 10 | 2
O=S(=O)(NCC1CCCO1)c1cccc2nsnc12 (stereo unspecified) | 5 | -2 | 6 | -1 | -10 | 1 | 1 | -2 | -4 | 9 | 10

As entered above:
Value for Cc1ccc(S(=O)(=O)N(CC(=O)O)Cc2ccccc2F)cc1 under KKLEB cytotox: -3
Value for CCOC(=O)Cn1c(=O)oc2cc(S(=O)(=O)Nc3cc(OCC)ccc3OCC)ccc21 under EBV LMP1 NFkB: 4
